Screens (PubChem BioAssay)
HTRA1 inhibitor: HTRA1 serine protease inhibitors, primary screen, biochemical, fluorescence polarization, HTS. recombinant HTRA1, FP-rhodamine activity-based probe. hit rate 0.5% among 340,000. inhibition, % at 5.96 µM; in the data active means inhibition above about 36%;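 further: 0% = enzyme with DMSO and 100% = wells lacking enzyme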
Target sequence (Q92743 whole entry, looked up): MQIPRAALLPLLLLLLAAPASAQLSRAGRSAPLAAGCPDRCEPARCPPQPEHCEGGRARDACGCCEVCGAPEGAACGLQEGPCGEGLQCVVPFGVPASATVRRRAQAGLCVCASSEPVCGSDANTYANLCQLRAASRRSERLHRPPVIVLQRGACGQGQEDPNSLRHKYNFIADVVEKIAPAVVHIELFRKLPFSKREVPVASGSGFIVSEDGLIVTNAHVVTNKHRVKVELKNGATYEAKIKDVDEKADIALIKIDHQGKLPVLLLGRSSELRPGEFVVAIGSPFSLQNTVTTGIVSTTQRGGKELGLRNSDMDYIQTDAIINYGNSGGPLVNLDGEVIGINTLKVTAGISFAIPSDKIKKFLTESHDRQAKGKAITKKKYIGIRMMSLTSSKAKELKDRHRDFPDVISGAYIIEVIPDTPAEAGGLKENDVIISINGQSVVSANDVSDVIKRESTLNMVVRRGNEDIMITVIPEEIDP
rCAG RNA binder: binders of r(CAG) RNA repeats, primary screen, biochemical, fluorescence; inhibition, % at 3 µM; hit rate 1.3% among 370,000; r(CAG) RNA repeat, TO-PRO-1 dye displacement fluorescence;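 active means inhibition above the plate cutoff, the mean of all test compounds on that plate plus 3 SD, cut at about 35% in these data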;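 further: 0% = DMSO alone and 100% = 100 µM mitoxantrone as full dye displacement; higher means more dye released from RNA so lower well fluorescence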
TCR CD3 inh: inhibitors of human TCR-CD3 interaction, primary screen, biochemical, fluorescence, TAMRA-labeled TCR probe | AID 651800, 2012 | hit rate 0.37% among 360,000 | inhibition, % at 9.4 µM; in the data active means inhibition above about 19%;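 further: recombinant mutant TCR 2C K166C tagged with TAMRA read by polarization; 0% = receptor in buffer alone and 100% = receptor with positive control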
SIAE inh: human SIAE inhibitors, primary screen, biochemical, fluorescence polarization, FP-Rh probe, 1536-well HTS. inhibition, % at 9.66 µM. Sialate O-acetylesterase (Homo sapiens), Q9HAT2. AID 1053197, 2014. hit rate 0.69% among 370,000. SIAE FP-Rh probe binding;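 active means inhibition above a cutoff: mean of compounds within the control limits plus 3 SD of those, cut at about 17% in these data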;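 further: 0% = plate median of compound wells and 100% = probe without SIAE protein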
TDP2 inh: human TDP2 enzyme inhibitors, primary screen, biochemical, epi absorbance, recombinant enzyme; T5PNP hydrolysis, p-nitrophenol absorbance 415 nm; inhibition, % at 12.8 µM; hit rate 0.34% among 370,000; AID 720702, 2013;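 active means inhibition above the mean of all tested compounds plus 3 SD, set per campaign, cut at about 25% in these data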;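 further: 0% = DMSO with enzyme and 100% = buffer with substrate but no TDP2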
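Material: recombinant human TDP2; quantity: TDP2 enzyme at 120 nM final; medium: Tris-HCl pH 7.5 with MgCl2; compound: single concentration, 12.8 µM nominal, with 1% DMSO; incubation: 2 h enzyme incubation at 37 °C; signal: epi absorbance; measure: percent inhibition; benchmarks: high control without enzyme, low control DMSO plus TDP2; repeats: singlicate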
PG9 binder: binders of HIV-1 gp120 antibody PG9, primary screen, biochemical, TR-FRET. AID 624416, 2012. inhibition, % at 6.7 µM. HIV-1 gp120 / PG9 antibody interaction. hit rate 0.43% among 360,000. TR-FRET gp120-PG9 antibody binding; in the data active means inhibition above about 8.5%
PRMT1 FP inh: PRMT1 methyltransferase inhibitors, primary screen, biochemical, fluorescence polarization. Protein arginine N-methyltransferase 1 (Homo sapiens), Q99873. recombinant PRMT1, activity-based probe fluorescence polarization. inhibition, % at 2.79 µM. hit rate 1.3% among 370,000. AID 652257, 2013;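 active means inhibition above about 21% made by adding two undisclosed values, limit read from the data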
Target sequence (Q99873 whole entry, looked up): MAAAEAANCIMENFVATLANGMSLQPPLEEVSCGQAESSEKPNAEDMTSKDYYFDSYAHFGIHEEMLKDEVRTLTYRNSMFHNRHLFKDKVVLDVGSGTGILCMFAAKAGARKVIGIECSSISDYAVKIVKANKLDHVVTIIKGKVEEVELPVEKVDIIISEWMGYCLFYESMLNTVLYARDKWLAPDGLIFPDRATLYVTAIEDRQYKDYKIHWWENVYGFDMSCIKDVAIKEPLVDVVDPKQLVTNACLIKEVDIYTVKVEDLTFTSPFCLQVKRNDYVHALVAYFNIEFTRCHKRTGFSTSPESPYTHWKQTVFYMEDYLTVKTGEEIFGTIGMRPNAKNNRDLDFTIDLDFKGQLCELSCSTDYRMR
Rev-erbA mod: modulators of Rev-erb alpha DNA binding, primary screen, biochemical, FITC-DNA, fluorescence polarization, uHTS; Nuclear receptor subfamily 1 group D member 1 (Homo sapiens), P20393; Rev-erbα–FITC-DNA binding, 90 min; activity, % at 10 µM; hit rate 0.79% among 370,000; AID 1259318, 2017;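 active means activity above about 14%, limit read from the data; passing the limit was not always enough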;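 further: 0% = DMSO wells with 35 nM protein and 100% = DMSO wells with 750 nM protein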
LEDGF integ inh: blockers of LEDGF/p75-dependent integrase strand transfer – biochemical, TR-FRET, high throughput, primary screen. HIV-1 integrase (with human LEDGF/p75). TR-FRET IN-LEDGF/p75 DNA integration, Eu/Cy5. inhibition, % at 3.7 µM. hit rate 0.64% among 370,000. AID 743269, 2014;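 active means inhibition above the screen-wide mean plus 3 SD, cut at about 13% in these data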;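 further: signal is the Cy5 over europium emission ratio at 671 and 618 nm; 0% = plate median of compound wells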
ABHD4 inh: ABHD4 inhibitors, primary screen, biochemical, fluorescence polarization, mouse; purified mABHD4, FP-Rh probe fluorescence polarization; inhibition, % at 8.92 µM; hit rate 0.54% among 370,000;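 active means inhibition exceeding the mean over every tested compound plus 3 SD, cut at about 30% in these data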;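 further: 0% = plate median of compound wells and 100% = S159A mutant with DMSO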
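System: mouse ABHD4 enzyme, wild type / Medium: HEPES pH 7.0, NaCl, Pluronic buffer / Reagent: FP-Rh activity-based fluorescent probe / Control set: S159A mutant high control, sample median low control / Detection: fluorescence polarization with parallel and perpendicular emission, 525/598 nm / Schedule: 45 min + 60 min at 25 °C / Compound dosing: 8.92 µM, single dose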
* hit, by the source's call; / = no result given. A portion of the library, so the mix of outcomes need not match the whole.

nr	Structure	PRMT1 FP inh	TDP2 inh	ABHD4 inh	SIAE inh	PG9 binder	TCR CD3 inh	LEDGF integ inh	Rev-erbA mod	rCAG RNA binder	HTRA1 inhibitor
1	CC(=O)Nc1ccc(OCC(O)Cn2c(CO)nc3ccccc32)cc1 (configuration not stated)	-1	4	-3	1	0.5	-2	0	-1	-2	5
2	O=S1(=O)CC(N2CC=CC2)CN1C1CCCCC1 (configuration not stated)	0	-2	6	-2	-0.4	2	2	13	2	/
3	O=C(Nc1nc2ccccc2[nH]1)c1ccccc1OC(F)F	-2	-12	-3	4	-1.2	1	-3	1	0	1
4	O=C(c1ccccc1[N+](=O)[O-])n1cnc2ccccc21	-4	1	3	3	0.5	-2	-3	-2	-3	7
5	CC1(C)CCc2cc(-c3ccn(S(=O)(=O)c4ccccc4Cl)n3)ccc2O1	0	-9	-12	-6	2.0	-2	0	-6	4	/
6	Cc1c(NC2=CC(=O)CC(C)(C)C2)ccc([N+](=O)[O-])c1C	1	7	1	2	-1.1	0	-4	8	-3	0
7	Cc1ccc(NC(=O)CCN2CCOCC2)cc1C	-4	11	-1	1	0.7	10	4	-3	1	0
8	COc1ccc(OC)c(NC(=O)C2C3CC4OC(=O)C2C4C3)c1 (configuration not stated)	0	4	4	-4	0.2	-11	0	-2	2	4
9	CCN(CC)c1nc(N2CCOCC2)nc2ccccc12	-1	4	8	4	-1.8	8	2	2	-9	2
10	O=C(NCC(c1cccs1)N1CCOCC1)c1cc(S(=O)(=O)N2CCOCC2)ccc1F (configuration not stated)	-2	-2	4	7	-0.1	1	0	4	0	1
11	O=C(CC(=O)NC1CCCCC1)N/N=C/c1cccc2ccccc12	0	0	-1	-8	-0.3	5	1	-2	1	-5
12	CCCN(C(=O)COC(=O)CNS(=O)(=O)c1ccc(NC(C)=O)cc1)C1CCS(=O)(=O)C1 (configuration not stated)	-10	6	0	-8	-1.6	-2	4	0	1	4
13	COc1ccc2nc3n(c(=O)c2c1)-c1ncccc1C(=O)NC3CC(C)C (configuration not stated)	2	4	7	1	-0.3	7	-2	-4	1	-1
14	CC1CN(C(=O)COC(=O)c2cc(=O)[nH]c3ccccc23)CC(C)O1 (configuration not stated)	7	1	7	3	3.1	2	-3	-2	2	-6
15	CC(O)(c1ccccc1)c1ccc2ccccc2n1 (configuration not stated)	-3	1	1	-1	-0.3	4	1	10	1	-2
16	Cc1nnc(SCC(=O)N2CCC(Cc3ccccc3)CC2)n(N)c1=O	-2	0	-5	4	-2.9	8	-1	-2	-9	-2
17	O=c1cc(-c2ccccc2Cl)oc2c([N+](=O)[O-])c(O)cc(O)c12	1	4	-3	-15	-1.0	6	1	-1	51*	-8
18	COc1ccccc1N(CC(=O)NCCc1ccccc1)C(=O)CCC(=O)Nc1ccccn1	-2	10	0	0	-0.7	-1	3	0	-6	-3
19	C=CCNC(=S)NNC(=O)c1ccc(Br)cc1	3	9	6	0	-0.2	-9	-7	2	1	4
20	COc1ccc(C(=O)N/N=C(\C)c2cccc(NC(=O)c3ccc(F)cc3)c2)c(OC)c1	7	-7	-3	1	0.5	2	2	6	-2	-24
21	O=C(OCC(=O)N1CCN(C(=O)c2ccco2)CC1)C1=COCCO1	-1	10	0	0	-1.9	6	-2	6	1	-9
22	CCOc1ccc(C(=O)CCC(=O)NCC(=O)Nc2c(C)cccc2C)cc1	6	-17	-10	-1	0.3	-3	0	-4	9	-6
23	CC(=O)c1ccc(C(=O)N(CCN(C)C)c2nc3c(Cl)cccc3s2)cc1	3	-2	3	4	-0.2	-4	-6	1	-1	5
24	O=C(CSc1nnc(-c2ccco2)n1Cc1ccco1)N1CCOCC1	2	-12	4	-8	-1.0	0	-2	-1	0	5
25	CC(=O)c1ccc(NC(=O)C2CCN(S(=O)(=O)c3cccs3)CC2)cc1	6	-5	-10	-9	0.6	-4	2	-5	8	3
26	Cc1ccc(NC(=O)c2sc3nc(C)cc(C)c3c2N)cc1	3	3	1	5	-2.6	3	5	-2	2	2
27	C(#Cc1ccccc1)C[N+]1(CC#Cc2cccc3ccccc23)CCCC1	1	-8	-1	-3	-2.5	-2	6	-2	15	-1
28	COc1ccc(OC)c(S(=O)(=O)NC(=O)C2(C)CCN2C(=O)Cc2ccccc2)c1 (configuration not stated)	-1	5	4	2	0.1	-10	2	-2	0	/
29	COc1ccc(Cl)cc1C(=O)NCCS(=O)(=O)N1CCN(c2ccccc2F)CC1	1	5	-3	4	-1.4	0	1	-5	-3	-17
30	CCN(CC)CCC12CC(C)OC1=Nc1ccccc1NC2=O (configuration not stated)	0	8	-6	13	-0.3	-5	3	-1	0	/

Continuation.
nr	Structure	PRMT1 FP inh	TDP2 inh	ABHD4 inh	SIAE inh	PG9 binder	TCR CD3 inh	LEDGF integ inh	Rev-erbA mod	rCAG RNA binder	HTRA1 inhibitor
31	CCNc1nc(NCC)nc(N/N=C(\C)c2ccc(OC)cc2)n1	5	8	-4	-4	-0.3	-6	6	2	-4	2
32	COc1ccc(Cn2c(=O)c3cccnc3n(Cc3ccc([N+](=O)[O-])cc3)c2=O)cc1	-2	-6	1	-5	-3.9	-3	-3	-8	1	2
33	Cn1nccc1C(=O)Nc1ccc2c(c1)OCO2	-2	0	-3	6	0.1	-1	3	8	3	6
34	CCOC(=O)N1CCN(S(=O)(=O)c2ccc(C(=O)NNc3nc4c(C)cc(C)cc4s3)cc2)CC1	7	4	16	7	0.2	-11	-4	-6	69*	/
35	CCC(C)NCCOCCOc1ccc(C)cc1Br (configuration not stated)	2	3	4	7	-1.7	1	2	3	6	-2
36	Cc1cccc(C)c1NC(=O)c1cccnc1	-4	16	-1	0	-0.1	8	0	3	-1	9
37	CC(C)(C)c1cc(CSC(=S)NC2CCS(=O)(=O)C2)c(Br)c(C(C)(C)C)c1 (configuration not stated)	2	-9	-1	-5	1.3	0	-4	-2	3	-4
38	C=C(C)[C@@H]1CC=C(CN2CCC(N3CCC(C(=O)N4CCCC4)CC3)CC2)CC1	-5	-10	-5	-6	-0.3	-2	-1	8	-9	11
39	CCOc1cc(N2CCOCC2)c(OCC)cc1NC(=O)Cc1ccccc1OC	1	3	3	1	-1.1	-1	-1	1	-9	21
40	C/C(=N\NC(=S)NCc1ccccc1)c1ccccc1F	-5	-1	-7	14	-3.9	-7	0	7	-3	-24
41	Cc1ccc(S(=O)(=O)N2CCCOC2CNC(=O)C(=O)NCCc2c[nH]c3ccccc23)cc1 (configuration not stated)	1	-5	2	5	-0.5	-8	-2	7	5	0
42	C=C1CCN(CC(=O)OC)S(=O)(=O)c2ccccc21	0	10	3	2	0.9	3	-2	-4	2	2
43	CCc1cccc(CC)c1-n1c(SCC(=O)N2CCc3ccccc3C2)nnc1-c1cccnc1	0	3	-3	-3	-2.5	6	-1	-2	-21	-14
44	COc1cccc(C(=O)OCC(=O)NC23CC4CC(CC(C4)C2)C3)c1	1	-9	0	2	-0.2	-1	2	4	-2	-21
45	COc1ccc(N2C(=O)CCC(C(=O)N3CCC(C(N)=O)CC3)C2c2ccc(F)cc2)cc1 (configuration not stated)	2	3	1	4	0.7	4	-1	-2	-4	6
46	c1ccc(-c2ccccc2-c2nc(-c3ccncc3)no2)cc1	-1	-1	-8	-17	-1.9	1	2	0	-8	-15
47	S=C(Nc1ccc(Oc2ccccc2)cc1)NC1CCCCCC1	-3	-5	-33	-23	-0.3	-3	0	0	2	-29
48	CC(=O)c1c(C)[nH]c(C(=O)Nc2c(C)n(C)n(-c3ccccc3)c2=O)c1C	0	11	-4	2	-2.1	5	-2	-11	-2	2
49	Cc1ccc(/C=N/NC(=O)c2cccc(S(=O)(=O)N3CCOCC3)c2)o1	0	-6	2	11	1.1	5	-4	-1	4	2
50	CCOC(=O)N1CCN(C(=O)CNC(=O)c2ccccc2F)CC1	-1	-1	2	8	2.2	-10	0	0	-2	-2
51	C=CCC1C=CCC(CC=C)N1C(=O)c1ccccc1[N+](=O)[O-] (configuration not stated)	-3	-6	3	9	-2.0	11	-2	-1	3	2
52	COC(=O)c1ccc(S(=O)(=O)NNC(=O)COc2ccc(C)cc2)cc1	4	-4	-7	12	1.2	-4	3	-2	2	2
53	NS(=O)(=O)c1ccc(CCNC(=O)CNC(=O)c2ccc(Oc3ccccc3)cc2)cc1	1	-4	-3	-6	-1.9	4	1	4	-2	6
54	O=C1OC(Cc2ccccn2)C(O)=C1C1=NCCCN1 (configuration not stated)	3	6	1	0	-2.4	-1	-2	9	-3	2
55	COC(=O)[C@@]12CCCCC3=C1N(CCC3)C(=O)[C@H]2CC(=O)NCCc1ccccc1OC	0	5	4	5	/	/	-3	11	0	/
56	C[C@@H]1ON(C)[C@H]2C[C@H]3c4cc(-c5cc6ccccc6o5)ccc4CCN3C[C@@H]12	-3	-4	-4	-7	-0.8	-2	6	-5	8	/
57	Cc1ccc(NC(=O)CCc2nc3ccccc3[nH]2)cc1C	-4	-10	0	-4	1.4	2	2	-1	3	-6
58	Cc1ccc(C2(C)NC(=O)N(CC(=O)NC(=O)NC(C)(C)C)C2=O)cc1 (configuration not stated)	2	3	0	-1	0.1	1	3	4	-3	2
59	O=C(CNC(=O)c1ccc2c(c1)OCCO2)N/N=C/c1ccc([N+](=O)[O-])cc1	-4	10	2	-2	-0.8	-3	-3	-4	3	0
60	Cc1cc(C)n(-c2nnc(C)n2/N=C/c2cc(Br)ccc2OCc2ccccc2)n1	-2	6	-16	-8	1.3	6	2	-1	-4	-32

2 compounds from above, showing only HTRA1 inhibitor, PRMT1 FP inh and LEDGF integ inh:
No.	structure	HTRA1 inhibitor	PRMT1 FP inh	LEDGF integ inh
52	COC(=O)c1ccc(S(=O)(=O)NNC(=O)COc2ccc(C)cc2)cc1	2	4	3
50	CCOC(=O)N1CCN(C(=O)CNC(=O)c2ccccc2F)CC1	-2	-1	0

The list goes on:
nr	Structure	PRMT1 FP inh	TDP2 inh	ABHD4 inh	SIAE inh	PG9 binder	TCR CD3 inh	LEDGF integ inh	Rev-erbA mod	rCAG RNA binder	HTRA1 inhibitor
61	O=C(/C=C/c1ccco1)NC(=S)Nc1ccccn1	13	-1	13	-5	-2.1	13	3	1	8	6
62	CC(C)NS(=O)(=O)c1ccc(CCC(=O)NCc2ccccn2)cc1	3	-2	-5	-3	-0.8	4	4	1	1	8
63	O=S(=O)(NCc1csc(-c2cccnc2)n1)c1ccc(Br)cc1	3	-7	3	-2	-0.8	-5	-7	1	2	5
64	Cc1nc(NC(=O)C2CC2)sc1C	4	-4	3	1	0.2	-7	-1	1	-3	0
65	CCCc1cc(=O)oc2c(C)c3occ(C)c3cc12	2	6	2	-4	-0.6	2	2	8	7	-13
